# inhibitors of VEEV: inhibitors of VEEV TC-83 cytopathic effect, confirmation, Vero cells (AID 588727); Vero cells, VEEV TC-83 cytopathic effect inhibition; higher % means a stronger effect; inhibition, % at 20 µM; hits with a dose series show IC50 in µM; actives 0.13% (n = 350,000); in the data active = a potency from the dose series; inconclusive = inhibition mostly from about 14% at the one dose, without a potency; inactive = the rest, 99 in 100 with inhibition below about 12%; also: strong numbers were not always called active
# M. tuberculosis HTS: M. tuberculosis growth inhibition, HTS (AID 449762). actives 0.59% (n = 330,000). M. tuberculosis H37Rv growth inhibition, 7H9 media; higher % means a stronger effect. inhibition, % at 25 µM, or IC50 in µM where a hit was titrated; in the data active = a potency from the dose series; inconclusive = inhibition above about 70% without an active follow-up result;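 also: bacterial growth assessed after seven days of incubation; strong numbers were not always called active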
# H1N1 NS1A inhibition: H1N1 influenza NS1A inhibitors, functional cell based assay (AID 504329); one-dose inhibition, % at 12.5 µM; IC50 in µM for titrated hits; actives 0.3% (n = 340,000); NS1A functional cell-based assay, percent inhibition; higher % means a stronger effect; in the data active = a potency from the dose series; inconclusive = inhibition above about 27% without an active follow-up result; also: strong numbers were not always called active
# PhoP GFP inhibition: PhoP regulon inhibitors, Salmonella typhi PhoP promoter GFP reporter, confirmatory (AID 1850) | inhibition, % at 50 µM, or IC50 in µM where a hit was titrated | actives 0.33% (n = 310,000) | Salmonella Typhi PhoP-promoter GFP reporter, fluorescence, 4 h; higher % means a stronger effect; in the data active = a potency from the dose series; inconclusive = inhibition mostly from about 25% at the one dose, without a potency; inactive = the rest, 99 in 100 with inhibition below about 19%;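 also: 0% = induced wells with vehicle and 100% = uninduced wells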
# M. tuberculosis: growth inhibition of non-replicating M. tuberculosis (AID 488890); actives 0.39% (n = 320,000); inhibition, % at 25 µM, or IC50 in µM where a hit was titrated; Mycobacterium tuberculosis non-replicating, growth inhibition; higher % means a stronger effect; in the data active = a potency from the dose series; inconclusive = inhibition mostly from about 82% at the one dose, without a potency; inactive = the rest, 99 in 100 with inhibition below about 76%;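 also: plate controls were DMSO cells for no effect and high antibiotic wells for full effect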
# inhibitors of VEEV 10K pilot screen: recorded beside inhibitors of VEEV, whose call it bears; inhibition, %; measured here: 10K pilot screen inhibition
# Numbers without * were called inactive; i = inactive; ? = inconclusive; . = not tested or not shown; & = joins results of further samples. Rows are unselected, and some 1.5% of all compounds hit somewhere here.
SMILES,inhibitors of VEEV,M. tuberculosis HTS,H1N1 NS1A inhibition,PhoP GFP inhibition,M. tuberculosis,others
CCCC(C(=O)NC1CCCC1)N(Cc1ccc(F)cc1)C(=O)c1snc(C(N)=O)c1N (centres undefined),1.5%,4%,5%,7%,14%,
O=C(Nc1ccccc1C(=O)O)c1cccc(N2C(=O)c3ccccc3C2=O)c1,1.4%,1%,-2%,9%,-7%,
CCC(CC)N1CCN(Cc2nc3ccccc3c(=O)n2-c2ccc(F)cc2)CC1,0.0%,-8%,-6%,4%,-10%,
COC(=O)C1=C(C)NC(=O)CC1c1ccccc1OC (centres undefined),1.2%,-4%,1%,1%,0%,
O=C(CO)C(O)C(O)C(O)CO (centres undefined),0.5%,-3%,-3%,-15%,-3%,
Cc1ccccc1-n1nc2c(c1NC(=O)c1c(-c3ccccc3Cl)noc1C)CS(=O)(=O)C2,3.0%,0%,28%,-5%,10%,
CCOC(=O)c1ccc(NS(=O)(=O)c2cc(C)ccc2OC)cc1,i,-14%,-7%,0%,17%,
O=C(NNc1cccc(Cl)n1)c1ccc(Cl)cc1Cl,2.3%,-20%,-4%,3%,17%,
Cc1ccc(S(=O)(=O)N2CCN(C(=O)c3ccccc3)CC2)cc1,0.7%,-1%,-3%,16%,.,
COc1cc(/C=C2\SC(=S)N(CCC(=O)Nc3ccc(O)cc3)C2=O)cc(OC)c1OC,0.9%,7%,-17%,12%,8%,
COc1ccc(NC(=O)Nc2cc(C)ccc2F)cc1OC,1.3%,-1%,-5%,-5%,26%,
CCOc1ccc(NC(=O)C(C)Oc2ccc(C#N)cc2)cc1S(=O)(=O)N1CCCC1 (centres undefined),i,8%,-7%,.,16%,
COc1ccccc1C(=O)Nc1nnc(-c2ccc3c(c2)CCCC3)o1,4.8%,?,-5%,7%,.,
NC(Cc1ccc(Oc2ccc(O)cc2)cc1)C(=O)O (centres undefined),.,1%,.,4%,-7%,
COc1cccc(NC(=O)Cn2c(CCC(=O)O)ccc2-c2ccc(C)cc2)c1,1.5%,1%,-7%,16%,10%,
O=C(CNCc1ccccn1)Nc1cc(C(F)(F)F)ccc1N1CCOCC1,0.2%,3%,-6%,6%,27%,
COCCCNCCC(CCC(C)C)c1ccc2c(c1)OCO2 (centres undefined),i,6%,.,8%,31%,
C[N+]1(C)CCc2cc3c(cc2[C@H]1[C@@H]1OC(=O)c2c1ccc1c2OCO1)OCO3,2.2%&0.1%,-1%&3%,5%&-1%,0%&-26%&9%,10%&5%,
O=C(CN(C(=O)c1csnn1)c1ccc(F)cc1)NCCc1ccccc1,1.1%,3%,8%,3%,-18%,
CCn1c(SCC(=O)N/N=C/c2ccc(O)c(OC)c2)nc2ccccc21,i,-2%,8%,-2%,15%,
COc1ccccc1CNC(=O)CN1CCN(c2ccc(C(C)=O)cc2)CC1,i,-3%,-9%,-13%,7%,
O=C(NCCOC(=O)c1cccs1)c1cccnc1,i,-2%,5%,1%,-12%,
COc1ccc(C2(CO)OC(CO)C(O)C2O)cc1 (centres undefined),0.1%,.,-1%,.,.,
CCOC(=O)CSc1nnc(NC(=O)c2cc([N+](=O)[O-])cc([N+](=O)[O-])c2)s1,2.3%,13%,-4%,-2%,?,
Cc1cc(F)ccc1NCC(=O)Nc1ccccc1Br,i,3%,-14%,-7%,17%,

# The last 2 compounds of the part before open the next one:
SMILES,inhibitors of VEEV,M. tuberculosis HTS,H1N1 NS1A inhibition,PhoP GFP inhibition,M. tuberculosis,others
CCOC(=O)CSc1nnc(NC(=O)c2cc([N+](=O)[O-])cc([N+](=O)[O-])c2)s1,2.3%,13%,-4%,-2%,?,
Cc1cc(F)ccc1NCC(=O)Nc1ccccc1Br,i,3%,-14%,-7%,17%,
Cc1nc(SCC(=O)N2CCOCC2)c2c(=O)n(C)c(=O)n(CC(C)C)c2n1,3.0%,-5%,0%,.,.,
NC(=S)N=Nc1c(O)[nH]c2c(Cl)cc(Cl)cc12,4.2%,.,4%,.,.,
CCOc1ccc(NC(=O)N(Cc2ccc(C)cc2)Cc2ccccn2)cc1,0.1%,8%,-9%,-4%,14%,
C#CCN(CC=C)C(=O)C1CCC(=O)N(CCCc2ccccc2)C1 (centres undefined),0.0%,-1%,-8%,-8%,-3%,
CCc1cccc2c1NC(=O)[C@]21[C@@H]2C(=O)N(Cc3ccccc3)C(=O)[C@@H]2[C@@H]2CCCN21,8.2%,2%,3%,-1%,16%,
Cc1ccc(C)c(OCC(=O)Nc2ccc(S(=O)(=O)Nc3ncccn3)cc2)c1,0.7%,8%,0%,-8%,15%,
Cc1cc(C(=O)N2CC=C(c3ccccc3)CC2)c2ccccc2n1,7.1%,25%,0%,-3%,23%,
CC(NC(=O)CNC(=O)C(Cc1ccccc1)NC(=O)OCc1ccccc1)C(N)=O (centres undefined),3.9%,-5%,9%,-1%,-12%,
CCCNC(=O)COC(=O)c1c2c(nc3ccccc13)CCC2,3.7%,2%,7%,3%,-1%,
CC(C)NC(=O)c1onc(CSc2ccc(F)c(F)c2)c1C(=O)NC(C)C,3.0%,8%,-1%,-28%,8%,
Cn1c(/C=C/c2cccc(Br)c2)nc2ccccc2c1=O,?,30%,21%,-2%,34%,
CC1(C)CCC(=O)C=C1Nc1ccc(F)c(Cl)c1,1.0%,0%,-3%,-6%,-3%,
CCCCNC(=O)CN1C(=O)NC(Cc2ccccc2)(Cc2ccccc2)C1=O,4.9%,-7%,5%,-4%,-4%,
CN1C2CCC1CC(NC(=O)c1cccc(C(F)(F)F)c1)C2 (centres undefined),0.4%,6%,-4%,-6%,-8%,
O=C(Nc1nc(-c2ccccc2)c(C(=O)c2ccccc2)s1)c1ccc(S(=O)(=O)N2CCCC2)cc1,1.2%,1%,0%,-6%,-4%,
COc1ccccc1NC(=O)Nc1nc(CC(=O)Nc2ccc(OC)c(OC)c2)cs1,7.3%,3%,0%,-4%,-1%,
O=S(=O)(Nc1ccc(S(=O)(=O)Nc2ncccn2)cc1)c1ccccc1,2.1%,2%,2%,9%,1%,
CCOC(=O)c1ccc(NC(=O)CSc2nnc(CNC(=O)c3ccco3)o2)cc1,i,33%,7%,-12%,10%,
CC(C)OCCCNC(=O)CN1CCN(Cc2ccccc2Cl)C1=O,2.7%,-4%,1%,2%,6%,
CCN(Cc1ccccc1)S(=O)(=O)c1c(C)[nH]c(C)c1C(=O)N1CCCC1,3.3%,9%,2%,-37%,5%,
O=C(O)CCC(=O)N1CCN(S(=O)(=O)c2cccs2)CC1,0.4%,-7%,-8%,-11%,-11%,
O=C(COc1ccccc1Cl)N1CCCCCCC1,1.4%,-8%,-1%,-7%,7%,
C#C[C@@]1(O)CCC2C3CCC4=C/C(=N/OCC(=O)NC(C(=O)O)C(C)O)CC[C@]4(C)C3CC[C@@]21C (some centres undefined),1.8%,-1%,-4%,2%,-11%,
C=CCn1c(-c2cccnc2Cl)nc2ccccc21,i,1%,8%,3%,0%,
Cc1cccc(N2CCN(CC3CCCCC3)CC2)c1C,i,29%,-13%,15%,1%,

# Ordered by molecular weight (low to high): some entries from above
SMILES,inhibitors of VEEV,M. tuberculosis HTS,H1N1 NS1A inhibition,PhoP GFP inhibition,M. tuberculosis,others
CCOC(=O)CSc1nnc(NC(=O)c2cc([N+](=O)[O-])cc([N+](=O)[O-])c2)s1,2.3%,13%,-4%,-2%,?,
CCCC(C(=O)NC1CCCC1)N(Cc1ccc(F)cc1)C(=O)c1snc(C(N)=O)c1N (centres undefined),1.5%,4%,5%,7%,14%,
C#C[C@@]1(O)CCC2C3CCC4=C/C(=N/OCC(=O)NC(C(=O)O)C(C)O)CC[C@]4(C)C3CC[C@@]21C (some centres undefined),1.8%,-1%,-4%,2%,-11%,

# Reprinted at random: six entries already listed, in no set order.
SMILES,inhibitors of VEEV,M. tuberculosis HTS,H1N1 NS1A inhibition,PhoP GFP inhibition,M. tuberculosis,others
CCCCNC(=O)CN1C(=O)NC(Cc2ccccc2)(Cc2ccccc2)C1=O,4.9%,-7%,5%,-4%,-4%,
O=C(COc1ccccc1Cl)N1CCCCCCC1,1.4%,-8%,-1%,-7%,7%,
CC1(C)CCC(=O)C=C1Nc1ccc(F)c(Cl)c1,1.0%,0%,-3%,-6%,-3%,
COc1ccccc1NC(=O)Nc1nc(CC(=O)Nc2ccc(OC)c(OC)c2)cs1,7.3%,3%,0%,-4%,-1%,
Cc1cc(C(=O)N2CC=C(c3ccccc3)CC2)c2ccccc2n1,7.1%,25%,0%,-3%,23%,
Cc1cccc(N2CCN(CC3CCCCC3)CC2)c1C,i,29%,-13%,15%,1%,

# Going on with the list.
SMILES,inhibitors of VEEV,M. tuberculosis HTS,H1N1 NS1A inhibition,PhoP GFP inhibition,M. tuberculosis,others
Cc1ccc(C)c(NC(=S)NC(=O)c2cncc(Br)c2)c1,i,-2%,.,-5%,35%,
O=c1c(-c2ccco2)[n+]([O-])c2ccccc2n1OCc1ccccn1,1.3%,.,9%,.,.,
COC(=O)C1=C(c2ccc3ccccc3c2)C[C@@H]2CC[C@H]1N2C(=O)NC1Cc2ccccc2C1,6.9%,-7%,3%,.,-5%,
O=C(Nc1cccc(S(=O)(=O)N2CCCCC2)c1)C1CC(=O)N(Cc2ccccc2)C1 (centres undefined),4.6%,-10%,-2%,.,13%,
CC1(C)CC(=O)C([N+](=O)[O-])=C(NCCCC(=O)O)C1,i,-8%,-3%,2%,-3%,
CC(C)Cn1c(SCC(=O)NCc2ccco2)nnc1-c1ccncc1,0.8%,-10%,-12%,6%,-15%,
CN1C2CCC1CC(OC(c1ccccc1)c1ccccc1)C2 (centres undefined),0.1%,15%,-3%,1%,19%,
C#CCNC(=O)C1=C[C@@H](C2CC2)[C@H](CCCO)[C@@H](OCC)O1,0.5%,-1%,-3%,-16%,-1%,
O=C(CCCC(=O)NCC1CCCO1)NCC1CCCO1 (centres undefined),2.8%,1%,14%,-15%,-1%,
COC(=O)c1cc(OC)c(OC)cc1NC(=O)CSc1nnc(-c2cccnc2)n1C,1.9%,-3%,4%,-8%,8%,inhibitors of VEEV 10K pilot screen=0.7
CCC(=O)N1CCCc2cc(S(=O)(=O)N3CCN(c4ncccn4)CC3)ccc21,2.2%,-9%,8%,7%,12%,
CC(=O)c1c(C)[nH]c(C(=O)OCc2nnc(-c3ccc([N+](=O)[O-])cc3)o2)c1C,1.0%,-1%,4%,.,3%,
COc1cccc(CN2CCCCC2C(=O)O)c1 (centres undefined),2.7%,-4%,2%,11%,-9%,
O=C(NNC1=Nc2ccccc2SC1)c1ccc(Cl)cc1,2.8%,?,6%,-1%,?,
Cc1c(C(=O)N(C)Cc2cccc(F)c2)oc2c(Cl)cccc12,0.9%,3%,3%,14%,51%,
Cc1ccc(C)c2[nH]c(=O)c(CCNS(=O)(=O)c3ccccc3)cc12,9.9%,-9%,12%,5%,-5%,
Nc1ncnc(Nc2ccc(S(N)(=O)=O)cc2)n1,1.0%,2%,5%,5%,-4%,
O=C(CC1CCCC1)Nc1ccc(Cl)c(S(=O)(=O)N2CCOCC2)c1,0.1%,0%,-1%,.,19%,
Cc1ccc(NC(=O)CCn2nnc3ccccc32)c(C)c1,1.5%,-3%,-5%,1%,-11%,
Cc1ccc(Nc2nc(N)c([N+](=O)[O-])c(NCCO)n2)cc1C,9.3%,53%,1%,14%,26%,
N#CCCNS(=O)(=O)c1ccc(C(=O)OCCCOC(=O)c2ccc(S(=O)(=O)NCCC#N)cc2)cc1,2.4%,-1%,-4%,-9%,-9%,
COc1ccc(CN(CC(=O)NC2CCCC2)C(=O)c2onc(C(N)=O)c2N)cc1,1.0%,-5%,-9%,7%,-1%,
COC(=O)[C@@]12CCCCN1[C@H](c1ccc(-c3ccc(OC)cc3)cc1)[C@@H]1C(=O)N(C)C(=O)[C@@H]12,0.7%,-3%,-2%,-6%,3%,
Cc1ccc(N2CCN(CC(O)COc3ccccc3)CC2)cc1 (centres undefined),i,11%,-1%,-5%,3%,
Cc1nc([N+](=O)[O-])cn1CC(O)c1ccccc1 (centres undefined),0.5%,5%,.,-15%,-25%,
O=C(C1CCCC1)N1CCC(CO)(Cc2ccccc2Cl)CC1,0.2%,13%,8%,-11%,36%,
O=C(CCCCCn1c(=S)[nH]c2cc3c(cc2c1=O)OCO3)NCCc1ccccc1,1.1%,4%,2%,9%,-2%,
CC(=N)c1c(O)cc(C)oc1=O,i,.,2%,.,.,
CCCN(CC(=O)Nc1ccccc1OC)C(=O)Cn1c(=O)oc2ccccc21,1.5%,.,-14%,.,.,
COCCNC(=S)N/N=C/c1c(C)[nH]c2ccccc12,2.9%,-10%,3%,0%,-17%,

# Assay outcomes (PubChem BioAssay)
